Mtb RmlCD inh – M. tuberculosis RmlC/RmlD coupled enzyme inhibitors, primary screen, biochemical, compound mixtures, 384-well, from 1536-well plates | RmlC+RmlD coupled enzyme assay, percent inhibition; primary screen in compound mixtures | inhibition, % at 3.6 µM | 0.03% of 160,000 active | AID 1533, 2009; in the data active = inhibition mostly above about 34%, no sharp cut-off; inconclusive = no clear call, values can overlap the other calls; inactive = mostly below about 22%; note: some results filed as inactive read as strong as hits
Target sequence (P9WH09 whole entry, looked up): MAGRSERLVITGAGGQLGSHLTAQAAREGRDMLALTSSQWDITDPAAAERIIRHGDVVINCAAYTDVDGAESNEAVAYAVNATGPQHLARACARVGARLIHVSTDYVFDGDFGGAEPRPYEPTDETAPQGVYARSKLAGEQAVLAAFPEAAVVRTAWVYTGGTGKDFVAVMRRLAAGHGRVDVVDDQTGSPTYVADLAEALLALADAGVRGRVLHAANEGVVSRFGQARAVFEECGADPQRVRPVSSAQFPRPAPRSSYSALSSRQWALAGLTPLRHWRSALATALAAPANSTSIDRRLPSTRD
Target sequence (P9WH11 whole entry, looked up): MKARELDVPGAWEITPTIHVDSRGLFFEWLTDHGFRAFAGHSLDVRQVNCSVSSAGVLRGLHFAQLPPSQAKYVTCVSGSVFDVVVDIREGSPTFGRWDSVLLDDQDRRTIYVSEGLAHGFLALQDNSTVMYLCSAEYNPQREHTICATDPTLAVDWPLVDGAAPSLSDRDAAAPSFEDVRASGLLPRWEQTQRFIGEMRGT
GlmU inhibition – inhibition of mycobacterial GlmU enzyme – biochemical, glucosamine-1-phosphate acetyltransferase (AID 1376); 0.25% of 220,000 active; inhibition, %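 (tested at 30 µM in the primary screen)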, or IC50 in µM where a hit was titrated; M. tuberculosis GlmU acetyltransferase enzyme assay; higher % means a stronger effect; in the data active = inhibition above about 13%; inconclusive = no clear call, values can overlap the other calls;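 note: 0% = complete reaction with vehicle and 100% = reaction without substrate; strong numbers were not always called active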
* marks the source's active call; other numbers are inactive results; ? = inconclusive; nt = not tested or not shown. Not all compounds are listed; the hit share may differ from the screen's.

SMILES	Mtb RmlCD inh	GlmU inhibition
O=C(c1cnccn1)N(Cc1cccs1)C1(C(=O)NC2CCCCC2)CCCCC1	3	-1.1%
CCCCCn1c(CCNC(=O)c2cccs2)nc2ccccc21	nt	-0.1%
O=c1cc(CN2CC(O)Cc3ccc4ccccc4c32)nc2sccn12 (stereo not given)	-10	-4.0%
CCOc1ccc(NC(=O)CN(C)S(=O)(=O)c2cccs2)cc1	nt	-2.7%
O=c1c2c(nc3c(-c4cccc(Br)c4)c[nH]n13)CCCC2	0	-2.2%
CCOC(=O)N1CCOCCOCCN(C(=O)OCC)CCOCC1	nt	1.1%
O=C(/C=C/c1ccc(Cl)cc1Cl)N1CCc2ccccc21	7	2.5%
CCn1c(C)nc2cc(C(=O)N=Nc3c(O)[nH]c4ccccc34)ccc21	3	0.5%
COc1cc2nc(C3CCC3)n(NC(=O)C3CCC3)c(=O)c2cc1OC	15	-1.7%
CCOC(=O)CNC(=S)N(Cc1cccs1)C1CCCC1	-10	0.5%
CC1=CC(C)(C)N(C(=O)CSc2nnc(-c3ccccc3)o2)c2ccc(C)cc21	10	3.8%
Cc1cc(C)c(C#N)c(Oc2ccc(O)cc2)n1	nt	6.9%
CCc1nc(SCC(=O)c2cccc([N+](=O)[O-])c2)n[nH]1	-5	3.5%
CCOc1ccc(CCNC(=O)C2CCN(S(=O)(=O)N3CCCCC3)CC2)cc1OCC	7	-2.1%
Cc1ccc(Cn2cnc3c(cnn3C(C)(C)C)c2=O)cc1	-6	-1.5%
CC(=O)Oc1cccc2c1C(=O)c1c(OC(C)=O)cc(C(=O)O)cc1C2=O	nt	-3.2%
Cc1ccc2nc(-c3ccc(NS(C)(=O)=O)cc3)cc(-c3ccccc3)c2c1	11	1.6%
O=[N+]([O-])c1ccc(N2CCN(S(=O)(=O)c3ccccc3[N+](=O)[O-])CC2)cc1NCc1cccnc1	-8	-8.9%
COc1ccc(O)c2c(=O)c3c(OC)cc4c(c3oc12)C1C=COC1O4 (stereo not given)	-10	1.4%
CCOC(=O)C(NC(C)=O)(Nc1ccc(S(=O)(=O)Nc2onc(C)c2C)cc1)C(F)(F)F (stereo not given)	13	-2.2%
O=C(CN1CC(c2ccccc2)CC1=O)N/N=C/c1cc(Br)ccc1O (stereo not given)	nt	-2.3%
Cc1cc(C(=O)Cn2nc(C(=O)O)c3ccccc3c2=O)c(C)n1CC(F)(F)F	-8	2.1%
CCC(CC)C(=O)c1c[nH]c(C(=O)NCCCn2ccnc2)c1	nt	-0.1%
Cc1ccsc1C1C=C(c2cccc(Br)c2)Nc2ncnn21 (stereo not given)	11	0.4%

Copied from the list.
Reading of CCOC(=O)C(NC(C)=O)(Nc1ccc(S(=O)(=O)Nc2onc(C)c2C)cc1)C(F)(F)F (stereo not given) under Mtb RmlCD inh: 13
Reading of Cc1cc(C(=O)Cn2nc(C(=O)O)c3ccccc3c2=O)c(C)n1CC(F)(F)F under Mtb RmlCD inh: -8
Reading of CC(=O)Oc1cccc2c1C(=O)c1c(OC(C)=O)cc(C(=O)O)cc1C2=O under GlmU inhibition: -3.2%
Reading of CCOc1ccc(CCNC(=O)C2CCN(S(=O)(=O)N3CCCCC3)CC2)cc1OCC under GlmU inhibition: -2.1%

(cont.)
SMILES	Mtb RmlCD inh	GlmU inhibition
COc1ccc(-c2noc(CN(C(=O)C(C)(C)C)C(C)C)n2)cc1	nt	-0.7%
CCOC(=O)Cc1sc(N)nc1C	4	-5.7%
CC(C)[C@H](NC(=O)CCn1nnc2ccccc2c1=O)C(=O)O	-4	1.4%
O[C@@H]([C@H](O)[C@H](O)CBr)[C@H](O)CBr	nt	0.6%
O=C(Nc1ccccc1)/C(=C/c1ccccc1)c1ccccc1	nt	-3.0%
CN1CCN(S(=O)(=O)c2cccc(S(=O)(=O)c3ccc(Cl)c(Cl)c3)c2)CC1	13	7.6%
O=[N+]([O-])c1cc(S(=O)(=O)N2CCCCC2)ccc1NCc1cccc(Cl)c1	-5	-6.1%
O=C(NC(Cc1ccccc1)C(=O)NC(Cc1ccccc1)C(=O)O)c1ccccc1 (stereo not given)	11	0.7%
Cc1ccc(CNC(=O)/C=C/c2ccc(Br)o2)cc1	-4	-2.3%
CCOc1cc(S(=O)(=O)N2CCN(Cc3ccccc3)CC2)ccc1Br	-9	-3.9%
CC(=O)Nc1ccc(S(=O)(=O)Nc2nc(C)cc(-n3nc(C)cc3C)n2)cc1	-7	-4.0%
COc1cc(C(=O)N/N=C(\C)Cc2ccccc2)cc(OC)c1OC	-11	1.2%

An excerpt of these results, with each value named:
> O[C@@H]([C@H](O)[C@H](O)CBr)[C@H](O)CBr
  Mtb RmlCD inh: nt
  GlmU inhibition: 0.6%

> O=C(Nc1ccccc1)/C(=C/c1ccccc1)c1ccccc1
  Mtb RmlCD inh: nt
  GlmU inhibition: -3.0%

> CN1CCN(S(=O)(=O)c2cccc(S(=O)(=O)c3ccc(Cl)c(Cl)c3)c2)CC1
  Mtb RmlCD inh: 13
  GlmU inhibition: 7.6%

(more compounds)
SMILES	Mtb RmlCD inh	GlmU inhibition
S=C(c1ccc(N2CCOCC2)cc1)N1CCOCC1	7	-1.6%
CC(=O)Nc1cccc(NS(=O)(=O)Cc2ccc(Cl)cc2)c1	nt	1.7%
CC1(C)C(c2ccccc2)=NC(c2ccc(Br)cc2)N1O (stereo not given)	-5	1.6%
CCOc1ccc(N2C(=O)Nc3ccccc3C2(O)C(=O)NCc2ccccc2)cc1 (stereo not given)	-11	1.7%
CC(Sc1nnc(COc2ccc([N+](=O)[O-])cc2)n1-c1ccccc1)C(=O)O (stereo not given)	-3	0.9%
Cc1cc(C)n2nc(C(=O)Nc3ccn(Cc4ccccc4C)n3)cc2n1	1	11%
CCCCCCOC(=O)CCn1[nH]c(=O)c2ccccc2c1=O	nt	5.1%
CC(C)(C)C(=O)Nc1nnc(CC(=O)NCc2ccccc2)s1	11	-3.3%
Cc1nn(C)c(C)c1S(=O)(=O)N1CCC(C(=O)Nc2ccc3c(c2)OCCO3)CC1	nt	5.6%
O=C(N/N=C/c1cc2ccccc2nc1Cl)/C(=C/c1cccs1)NC(=O)c1ccccc1	8	2.1%
COc1ccc2[nH]c(=O)c(CN(CCN3CCCC3)C(=O)Nc3ccccc3Cl)cc2c1	12	-1.8%
Cc1cccc2c(SCC(=O)NCC3CCCO3)nc(-c3ccc(F)cc3)nc12 (stereo not given)	82	-3.4%
CC(=O)c1ccc(NC2OC(C)C(O)C(O)C2O)cc1 (stereo not given)	7	-4.8%
CNC(=O)COC(=O)CNC(=O)c1cc(Cl)cc([N+](=O)[O-])c1	2	0.4%
COc1ccc2nc(C(F)(F)C(F)(F)F)c(C#N)c(N)c2c1	3	-2.1%
Cn1nc(-c2ccccc2)c(C(O)c2ccccc2C(F)(F)F)c1Cl (stereo not given)	nt	0.8%
COC(=O)c1ccc(Cl)cc1NC(=O)/C=C/c1ccc(C)o1	3	3.2%
COc1ccc([N+](=O)[O-])cc1NC(=O)CS(=O)(=O)c1ccc(C)cc1	nt	2.1%
Cc1cccc(NC(=O)c2sc3nc4c(c(-c5ccco5)c3c2N)CCC4)c1	-3	-2.2%
O=c1c(-c2ccnn2-c2ccccc2F)cnc2n1CCS2	nt	-6.9%
O=C(CSc1nnc(Cn2cnc3ccccc32)o1)c1ccccc1	3	6.6%
CCNC(=O)CC1C(=O)N(c2ccc(OC)cc2)C(=S)N1CCc1ccncc1 (stereo not given)	1	0.9%
Cc1csc(NC(=O)CSCC(=O)Nc2ccccc2)n1	-3	-0.9%
CCOC(=O)C[C@H]1c2ccc(C(F)(F)F)cc2S(=O)(=O)N1Cc1ccccc1	nt	-3.6%
O=C(/C=C/c1cccs1)Nc1ccc(S(=O)(=O)Nc2ncccn2)cc1	-6	3.3%
CCCC[C@@H]1CCCO[C@@](C(=O)NCc2ccc(C)o2)(C(F)(F)F)C1	nt	-4.0%
Cc1ccc(CCNC(=O)C2CC(c3ccccc3C(F)(F)F)=NO2)cc1 (stereo not given)	nt	0.3%
CC(C)CC(c1nnnn1C(C)C)N1CCN(c2cccc(Cl)c2)CC1 (stereo not given)	-3	-6.0%
O=C(C1COc2ccccc2O1)N1CCc2ccccc2C1 (stereo not given)	nt	-6.0%
CC1(C)Cc2ccccc2-c2nc(CN3CCOCC3)[nH]c(=O)c21	7	1.3%
O=C(Nc1cccc(S(=O)(=O)NC2=NCCC2)c1)c1cc(-c2ccccn2)nc2ccccc12	-7	-1.9%
COc1ccccc1N1CCN(C(=O)CCCN2C(=O)c3cccc4cccc(c34)C2=O)CC1	-6	-4.5%
CCOC(=O)C1CCN(S(=O)(=O)c2ccc(OCC(=O)OC)cc2)CC1	-3	-6.3%
N/C(=N\OC(=O)c1ccc2ccccc2c1)c1ccccn1	5	-0.2%
O=C(O)c1cccc(-n2c(O)c(C=C3N=c4ccccc4=N3)sc2=S)c1	0	7.5%
CNc1ccccc1NC(=O)CCn1c(=S)oc2ccccc21	?	-1.3%
COc1cc(COCC(O)CN2CCN(Cc3ccc4c(c3)OCO4)CC2)cc(OC)c1OC (stereo not given)	-6	-3.7%
Cc1ccc(-c2c3c(nc4sc(C(N)=O)c(N)c24)CCC3)cc1	6	-9.1%
COCc1nnc(NC(=O)CCCOc2ccccc2)s1	nt	0.2%
COc1ccccc1NC(=S)NC12CN3CN(CN(C3)C1)C2	-1	-4.7%
CCN(CC)C(=O)CSC1=Nc2ccccc2C2=NC(c3ccccc3)C(=O)N12 (stereo not given)	-9	-2.4%
CCn1c(Cc2cccc3ccccc23)nnc1SCC(=O)Nc1nccs1	-8	-6.6%
Cc1cccc(C)c1N1CCc2cn[nH]c21	nt	4.9%
COc1ccc(C2SCC(=O)N2C)cc1 (stereo not given)	-12	6.5%
CC1=C(C(=O)OCC(C)C)C(c2ccsc2)NC(=O)N1 (stereo not given)	-7	2.0%
COC(=O)c1ccc(-n2c(C)cc(C(=O)CSc3ccc(NC(C)=O)cc3)c2C)cc1	1	-0.7%
O=c1c(O)c(-c2cccs2)oc2ccccc12	nt	2.5%
Cc1nn(Cc2ccc(Cl)c(Cl)c2)c(C)c1NC(=O)c1cc(CC(C)C)on1	-11	3.6%

Complete entries from above. Order of screens: Mtb RmlCD inh, GlmU inhibition
Entry for O=c1c(O)c(-c2cccs2)oc2ccccc12 → nt, 2.5%
Entry for Cc1ccc(CNC(=O)/C=C/c2ccc(Br)o2)cc1 → -4, -2.3%
Entry for Cc1ccc2nc(-c3ccc(NS(C)(=O)=O)cc3)cc(-c3ccccc3)c2c1 → 11, 1.6%
Entry for CCn1c(C)nc2cc(C(=O)N=Nc3c(O)[nH]c4ccccc34)ccc21 → 3, 0.5%
Entry for CCN(CC)C(=O)CSC1=Nc2ccccc2C2=NC(c3ccccc3)C(=O)N12 (stereo not given) → -9, -2.4%

The listing continues:
SMILES	Mtb RmlCD inh	GlmU inhibition
O=C(Nc1nnc(CCc2ccccc2)s1)C1CCCO1 (stereo not given)	nt	1.0%
O=C(N[C@H](C(=O)O)c1ccccc1)C1CCC(Cn2cnc3ccccc3c2=O)CC1 (stereo not given in full)	nt	2.6%
CC1CCCN(S(=O)(=O)c2ccc(C(=O)Nc3nnc(-c4ccncc4)o3)cc2)C1 (stereo not given)	-1	0.6%
O=C(CNC(=O)c1ccc(Cl)cc1Cl)NCCCn1ccnc1	-2	-3.0%
Cc1cccc(NC(=O)Cn2c(=O)n(Cc3ccccc3)c(=O)c3c(C)c(C)sc32)c1	3	-0.8%
CCN(CC)CCN1C(=O)c2oc3ccccc3c(=O)c2C1c1ccc(C)cc1 (stereo not given)	nt	-0.3%
CCOC(=O)c1c(/N=C/c2cc(C)ccc2O)sc2c1CCN(C)C2	11	-11%
CCCCNC(=O)CSc1nc2ccc(Nc3nc(N4CCOCC4)nc(N4CCOCC4)n3)cc2s1	6	nt
CN(C)CCCOc1ccc(Cl)cc1Br	nt	-3.4%
CC(=O)Nc1ccc(NC(=O)Cn2c(CC(=O)N3CCCC3)nc3ccccc32)cc1	0	-2.8%
Cc1c(Cl)cccc1NC(=O)COC(=O)CCc1nc2ccccc2n1-c1ccccc1	22	-5.7%
CC(C)c1ccc(NC2(C#N)C(=O)Nc3ccccc32)cc1 (stereo not given)	17	nt
CCO/C(C)=C1\C(=O)N(CC)c2ccccc21	6	-0.4%
CC(=O)C1C(c2ccco2)c2c(noc2C)CC1(C)O (stereo not given)	0	-1.1%
CC(NCC1(N2CCOCC2)CCCCC1)C(=O)N1CCc2ccccc21 (stereo not given)	55	-1.5%
CC(C)c1ccc(NC(=O)NC2CC3CCC(C2)N3Cc2cccs2)cc1 (stereo not given)	-51	-1.3%
Cc1ccc(-c2noc(C3CCCCC3)n2)cc1	15	0.3%
CCCCc1ccc(-c2csc(/C(C#N)=C/c3ccco3)n2)cc1	nt	1.2%
Cc1ccc(N(C(=O)Nc2ccccc2)C2=NCC(C)S2)cc1 (stereo not given)	nt	2.3%
Cc1cccc(NC(=O)CC2SC(=NC3CCCCC3)NC2=O)c1 (stereo not given)	-3	6.5%
Cc1cc(CNC(=O)c2ccc(C)c([N+](=O)[O-])c2)c2ccccc2n1	-9	4.1%
COc1ccccc1NC(=O)c1ccccc1NS(=O)(=O)c1cccs1	-10	4.5%
Cc1nn2cc(-c3cccc(Cl)c3)cnc2c1Cl	4	4.8%
COc1cccc(C(=O)NCC(=O)OCc2ccc(F)cc2Cl)c1	nt	-5.8%
Cc1ccc(NC(=O)CC2SC3=NCCN3C2=O)cc1 (stereo not given)	2	-1.7%
COC(=O)c1ccc(/C=N/N2C(C)CCCC2C)cc1 (stereo not given)	7	-3.9%
COc1cc(/C=N/NC(=O)c2ccc(Cn3cc([N+](=O)[O-])cn3)o2)cc(Br)c1O	6	0.3%
CCOC(=O)c1c(CN2CCC(C)CC2)n(C)c2cc(Br)c(OC)cc12	48	7.9%
CN(c1ccccc1)S(=O)(=O)c1cccc(NC(=O)C2CC(=O)N(Cc3ccccc3)C2)c1 (stereo not given)	nt	1.8%
CCOC(=O)C(=O)Nc1nc(-c2ccccc2)c(-c2ccccc2)o1	nt	-0.5%
